Compound activity (PubChem)
Furin inhibitor: human furin inhibitors, primary screen, biochemical, fluorescence intensity; P09958; purified furin, fluorogenic substrate cleavage; inhibition, % at 30 µM; 220,000 compounds, 0.061% hits; AID 463115, 2010; in the data active = inhibition above about 25%; also: inactives centre near -15
Thrombin inh: human alpha-thrombin inhibitors, primary screen, counter-screen for coagulation protease inhibitor project, biochemical, 1536-well, fluorogenic AMC substrate | Boc-VPR-AMC fluorogenic substrate cleavage | 220,000 compounds, 0.26% hits | Prothrombin (Homo sapiens), P00734 | inhibition, % at 5 µM | AID 1046, 2008;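 active = inhibition at or above 40%; inactive = inhibition below 40%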;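 also: 0% = enzyme with no compound and 100% = wells without enzyme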
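Test system: human alpha-thrombin protein / Dosing: one concentration per compound, 5 µM, with 0.2% DMSO / Medium: pH 7.5 Tris-saline with Tween 20 / Benchmarks: no-compound enzyme wells and no-enzyme blanks / Read-out basis: percent inhibition of thrombin substrate cleavage / Timing: reaction at room temperature / Measured by: fluorescence, ex 355 nm, em 460 nm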
FXIa inh: human FXIa protease inhibitors, primary screen, biochemical, 1536-well; Coagulation factor XI (Homo sapiens), P03951; AID 798, 2007; inhibition, % at 5 µM; purified FXIa, Boc-Glu-Ala-Arg-AMC fluorogenic substrate; 220,000 compounds, 0.14% hits;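 active = inhibition of at least 40%; inactive = inhibition below 40%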;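 also: fluorescence of freed AMC excited at 355 nm; 0% = enzyme without compound and 100% = no enzyme blank; many of its hits are not listed in these tables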
Wee1 stabilizer: Wee1 degradation inhibitors, primary screen, cell-based, HeLa, Wee1K328M-luciferase, luminescence; Wee1-like protein kinase (Homo sapiens), P30291; HeLa Luc-Wee1K328M stability; 100% = proteasome inhibitor MG132 effect; reporter increase, % at 5 µM; 220,000 compounds, 1.2% hits; AID 1321, 2008;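 active = activation above the mean of all tested compounds plus 3 SD, set per screening run, cut at about 8.8% in these data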;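 also: cells exposed to compound for 20 h before luminescence read; 0% = DMSO alone and 100% = MG132 at 30 µM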
Target sequence (P30291 whole entry K328M): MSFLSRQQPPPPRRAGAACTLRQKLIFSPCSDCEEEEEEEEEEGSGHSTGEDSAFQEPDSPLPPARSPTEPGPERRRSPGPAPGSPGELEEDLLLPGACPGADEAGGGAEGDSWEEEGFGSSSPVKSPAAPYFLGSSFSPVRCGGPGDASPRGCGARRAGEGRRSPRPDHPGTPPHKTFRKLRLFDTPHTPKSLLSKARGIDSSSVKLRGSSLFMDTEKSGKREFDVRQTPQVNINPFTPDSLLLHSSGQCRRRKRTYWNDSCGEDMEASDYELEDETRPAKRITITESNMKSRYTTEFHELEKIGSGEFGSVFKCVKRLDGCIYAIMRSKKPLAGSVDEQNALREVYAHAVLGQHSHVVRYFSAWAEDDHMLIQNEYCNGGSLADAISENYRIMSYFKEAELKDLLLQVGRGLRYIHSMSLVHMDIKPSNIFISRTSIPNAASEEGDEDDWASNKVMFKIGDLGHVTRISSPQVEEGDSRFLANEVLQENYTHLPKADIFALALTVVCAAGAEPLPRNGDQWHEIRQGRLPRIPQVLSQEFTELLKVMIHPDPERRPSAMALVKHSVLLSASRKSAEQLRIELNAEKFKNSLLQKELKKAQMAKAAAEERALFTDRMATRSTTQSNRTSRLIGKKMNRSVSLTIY
KLK5 inh: human KLK5 protease inhibitors, primary screen, biochemical, 1536-well. inhibition, % at 5 µM. recombinant hK5, fluorogenic AMC substrate cleavage. 210,000 compounds, 0.59% hits;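 active = inhibition of 40% or more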;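 also: 0% = enzyme controls without compound and 100% = no-enzyme blanks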
Target sequence (Q9Y337 67-293 limits assumed): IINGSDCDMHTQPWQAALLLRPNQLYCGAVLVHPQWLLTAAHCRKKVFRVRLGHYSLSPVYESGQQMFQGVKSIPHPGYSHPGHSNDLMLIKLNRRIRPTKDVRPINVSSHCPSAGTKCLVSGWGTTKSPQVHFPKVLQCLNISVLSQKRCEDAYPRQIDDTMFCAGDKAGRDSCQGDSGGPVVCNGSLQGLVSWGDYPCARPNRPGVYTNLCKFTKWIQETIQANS
PERK inhibitor: block of dimerizer-induced PERK translation repression, primary screen, PERK inhibitor project, CHO PERK-DD cells, SEAP luminescence, HTS. inhibition, % at 5.6 µM. 220,000 compounds, 0.17% hits. CHO PERK-DD fusion, SEAP luminescence translation reporter. AID 1416, 2008. Eukaryotic translation initiation factor 2-alpha kinase 3 (Homo sapiens), Q9NZJ5;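 active = inhibition above the mean inhibition of all tested compounds plus 3 SD, set separately per screening campaign, cut at about 2.9% in these data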;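 also: PERK kinase domain activated by AP20187 dimerizer at 100 nM; 0% = DMSO with dimerizer and 100% = rapamycin at 8.4 µM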
FXIIa inh: human FXIIa protease inhibitors, primary screen, biochemical, 1536-well; Coagulation factor XII (Homo sapiens), P00748; purified FXIIa, Boc-QGR-AMC fluorogenic substrate, 2 h; inhibition, % at 5 µM; 220,000 compounds, 0.3% hits; in the data active = inhibition above about 40%;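 also: 0% = enzyme with no compound and 100% = blank without enzyme; many of its hits are not listed in these tables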
Cl transport mod: KCC2 cotransporter modulators, thallium flux, primary screen, cell-based, HEK293 KCC2, FluoZin-2 fluorescence, MLSMR. KCC2 cells, thallium flux FluoZin-2 fluorescence. 190,000 compounds, 2.2% hits. B-score of Tl+ flux slope (higher = more flux/activation; lower = inhibition) at 10 µM;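 active = thallium flux slope and its plate-corrected score both differing from the plate sample mean at a set confidence after two filtering rounds, in either direction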;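 also: slope of fluorescence scaled to starting intensity during 10 to 20 s after thallium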
p97 inhibitor: inhibitors of human p97 ATPase, primary screen, biochemical; Transitional endoplasmic reticulum ATPase (Homo sapiens), P55072; recombinant p97 ATPase, Kinase-Glo ATP luminescence, 3 h; inhibition, % at 8 µM; 220,000 compounds, 0.42% hits; AID 1481, 2009; in the data active = inhibition above about 15%;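 also: 0% = DMSO vehicle and 100% = wells lacking enzyme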
* hit, by the source's call; i = inactive; x = no result given; [ ] = another dose, or the depositor's remark.

canonical_smiles	Furin inhibitor	Thrombin inh	FXIa inh	Wee1 stabilizer	KLK5 inh	PERK inhibitor	FXIIa inh	Cl transport mod	p97 inhibitor
COc1ccccc1C(=O)NC(C)C(c1cccs1)N1CCN(C)CC1 (stereo unspecified)	-27[20 µM]	-1	0	1	-15	-1.8	13	0.69	-2
CN1CCN(Cc2c(O)ccc3cc(-c4ccccn4)c(=O)oc23)CC1	-44	-66	-47	0	-26	0.3	-52	-0.22	0
O=c1ccn([C@@H]2O[C@H](CO)[C@@H](O)[C@H]2O)c(=O)[nH]1	-12	0	9	3	-5	2.8	13	0.76	5
COc1ccc(/C=C2/SC(=O)N(CC(O)Cn3c4ccccc4c4ccccc43)C2=O)cc1 (stereo unspecified)	-7	0	9	0	-17	0.8	10	0.62	5
CCOc1ccc(C2=Nn3c(nnc3-c3ccccc3OC)SC2)cc1	-18	6	5	-2	18	-1.1	18	-0.96	-3
CCN(CC)c1cc(NCCO)c([N+](=O)[O-])c2nonc12	8	1	0	1	0	-0.1	6	-0.13	5
CC(=O)c1cccc(NC(=O)c2cc3ccccn3n2)c1	-13	-4	-1	5	-12	-0.7	9	0.85	-13
CCC(=O)Oc1ccc2c(c1)O/C(=C\c1ccco1)C2=O	-9	-3	-1	0	-2	0.6	4	i	7
O=C(Nc1cc(S(=O)(=O)Nc2ccc(Cl)cc2)ccc1O)c1ccc(S(=O)(=O)N2CCCCCC2)cc1	-6	28	31	-1	10	-0.7	17	0.0042	-5
CCOc1ccc(CCNC(=O)c2ccc3nc(N4CCOCC4)sc3c2)cc1OCC	-15	-3	0	-5	1	-1.6	10	-2	-4
C=CCSC(CC)(CC)C(N)=O	-26	-3	-6	0	-3	3.0*	1	0.28	8
Cc1cc(C(=O)N/N=C/C=C/c2ccccc2[N+](=O)[O-])c(C)o1	-16	-4	3	-3	-6	1.2	5	-1.4	4
O=C(COC(=O)c1ccco1)NC(c1ccccc1)c1ccccc1	-11	2	-2	-1	-9	2.0	7	0.086	-2
COC(=O)N/N=C/c1ccc(-c2cccc(Cl)c2)o1	16	-2	5	1	-21	0.3	6	-1.7	3
O=C(c1ccc(=O)n(Cc2ccc(Cl)c(Cl)c2)c1)N1CCOCC1	-24[20 µM]	-2	-4	1	-28	-0.1	6	0.79	2
COC(=O)c1cccc(NC2CC(=O)N(c3ccc(OC)c(OC)c3)C2=O)c1 (stereo unspecified)	-6	2	0	-3	-1	0.2	7	-0.033	-2
O=c1cc(N2CCc3ccccc32)[nH]c(=O)n1Cc1ccc(F)cc1	-17[20 µM]	2	11	0	-6	-0.4	16	x	2
CC1Cc2ccccc2N1S(=O)(=O)c1cccc(C(=O)Nc2cccnc2)c1 (stereo unspecified)	-8	1	2	-1	2	-0.9	10	-1.8	-6
C=CCn1c(NCCc2ccccc2)nc2c1c(=O)n(C)c(=O)n2C	2[20 µM]	3	5	-3	-25	-1.2	10	1.2	3
O=S(=O)(c1cccs1)N1CCc2ccccc2C1	-7[20 µM]	-13	-8	-1	-14	1.0	6	-0.31	3
CC(=O)Nc1ccc(CN2CCN(C3CCCCC3)C(CCO)C2)cc1 (stereo unspecified)	-26	0	-2	-2	x	1.3	5	x	-1
COc1ccc2[nH]cc(/C=C(/C#N)S(=O)(=O)c3ccccc3)c2c1	-26[20 µM]	-3	-14	-1	-13	-0.1	-1	x	4
CC(=O)c1cccc(NC(=O)NC(C)c2ccncc2)c1 (stereo unspecified)	-27[20 µM]	1	-4	-1	21	0.1	4	0.45	6
Cc1c(Cl)cccc1NC(=O)CCN1CCCC(C)C1 (stereo unspecified)	-18	1	3	0	-15	-0.4	15	0.91	-3
Cc1ccc(/C=C/C(=O)NCc2ccccn2)o1	-3	21	4	4	1	0.8	26	0.72	-5
Cc1nnc(SCC(=O)NCc2ccco2)n1-c1ccccc1	-7[20 µM]	0	-1	0	-2	-0.7	7	x	-3
Cc1cccc(NC(=S)NC2CC3CCCC(C2)N3Cc2cccs2)c1C (stereo unspecified)	-3[20 µM]	-4	-3	-3	-1	-0.9	2	-0.49	-2
Cn1nc(C(F)(F)F)c(-c2ccc(Br)cc2)c1NC(=O)CSCC(=O)O	-9	-15	-4	0	-2	0.5	3	-0.33	2
Cc1ccccc1-n1ncc(C(C)NC(=O)c2ccco2)c1C (stereo unspecified)	-26	-1	2	0	x	0.6	10	0.55	-1
Cc1cc(/C=C2\Cc3ccccc3C2=O)c(C)n1-c1ccccc1	5	0	-1	1	11	-0.9	2	-0.051	-2

Laid out differently: entries from further up
Below each compound – Furin inhibitor | Thrombin inh | FXIa inh | Wee1 stabilizer | KLK5 inh | PERK inhibitor | FXIIa inh | Cl transport mod | p97 inhibitor
> CC(=O)Nc1ccc(CN2CCN(C3CCCCC3)C(CCO)C2)cc1 (stereo unspecified)
    -26 | 0 | -2 | -2 | x | 1.3 | 5 | x | -1
> COc1ccc2[nH]cc(/C=C(/C#N)S(=O)(=O)c3ccccc3)c2c1
    -26[20 µM] | -3 | -14 | -1 | -13 | -0.1 | -1 | x | 4

Going on with the list:
canonical_smiles	Furin inhibitor	Thrombin inh	FXIa inh	Wee1 stabilizer	KLK5 inh	PERK inhibitor	FXIIa inh	Cl transport mod	p97 inhibitor
COC(=O)c1ccc(C(c2c(N)n(CC(C)C)c(=O)[nH]c2=O)N2CCN(c3ccccc3)CC2)cc1 (stereo unspecified)	-17	-5	-6	3	-27	0.2	2	0.15	7
Cc1nc(N)ncc1C(=O)Nc1ccccc1	-16	0	15	-3	-16	0.7	1	0.02	-1
Cc1nc(-c2c(C(F)(F)F)noc2-c2ccc(O)cc2O)cs1	-22[20 µM]	-5	-3	-1	1	1.1	10	-0.69	-1
Cc1ncc([N+](=O)[O-])n1CC(O)CCl (stereo unspecified)	-15	x	-3	-1	-13	1.4	6	-0.018	4
Cc1ccc(C(=O)COC(=O)CNC(=O)c2ccc(N3C(=O)c4ccccc4C3=O)cc2)cc1C	-21	2	5	1	-3	0.6	9	1.7	6
CCOC(=O)n1cc(-c2cnc(CNC(=O)C(C)(c3ccccc3)c3ccccc3)o2)c2ccccc21	-12	2	6	-3	-4	-0.3	12	-0.37	-2
Cc1ccc(CSc2nnc(-c3ccc4c(c3)OCO4)o2)cc1	-12[20 µM]	1	1	3	-13	-0.3	14	0.23	-2
Cc1ccc(S(=O)(=O)N2CCN(c3c([N+](=O)[O-])cc(C(F)(F)F)cc3[N+](=O)[O-])CC2)cc1	-8	-11	-6	2	-21	-0.7	2	-0.36	4
Cc1nc(COc2cccc(Cl)c2)sc1C(=O)/C=C/N(C)C	0	-1	4	-1	1	-0.7	4	-0.98	4
O=C(CSc1nnc2c(n1)[nH]c1ccccc12)Nc1ccc2c(c1)OCO2	-11[20 µM]	2	6	3	22	-0.9	17	-0.71	1
COc1ccc(-c2cc(C)nc3nc(N)nn23)cc1	-33[20 µM]	-3	-32	0	4	1.7	3	-0.78	5
CCNC(=S)N/N=C(\C)c1cccc(C(F)(F)F)c1	-33	10	0	4	-4	0.4	11	8.1	3
CCOc1ccccc1COC(=O)c1cccc(-n2cnnn2)c1	-18	0	1	-1	-8	0.2	14	-0.0093	-5
O=C(Nc1cccc(C(F)(F)F)c1)c1scc2c1OCCO2	-19	0	0	-2	x	0.2	8	0.6	2
CC[N+]1=C(C)C(C)(C)c2cc(C)ccc21	-10	-7	-7	-2	-10	-0.3	-1	0.15	-3
CCN(CC)C(=S)Nc1cc(C(=O)OC)ccc1C(=O)OC	-27	-2	-12	2	-11	0.9	9	0.0042	1
Cc1cc(SCC(=O)Nc2cccc(S(N)(=O)=O)c2)c(C)cc1Br	-26	2	4	1	x	0.4	9	-1.1	2
CCN(CC)C(=O)COc1cccc2ccccc12	2	0	17	-4	2	1.5	18	0.35	5
N#Cc1ccc(OCC(=O)NCCc2ccc(S(N)(=O)=O)cc2)cc1	-16	-2	-3	4	-3	0.5	2	1.1	1
O=C(c1cnn(-c2ccccc2)c1)c1ccc2ccccc2c1O	-18[20 µM]	8	7	2	-10	0.8	20	x	-2
COc1ccc(CNC(=O)CCc2c(C)nc3ncnn3c2C)cc1	-15	-9	-3	3	13	0.6	2	x	-1
O=C(O)Cc1ccc(NC(=S)Nc2cccc(Cl)c2Cl)cc1	1	-3	-5	-1	-15	0.3	6	9.6*	-1
O=C(NCCc1ccccc1)/C(=N\O)c1ccccc1	-13	-5	-12	7	-2	-0.3	-3	x	-2
N#C/C(=C\c1cccs1)C(=O)Nc1nccs1	-7	-1	-2	1	1	0.0	5	10*	5
CCN(CC(=O)NC1CCS(=O)(=O)C1)S(=O)(=O)c1cccc(C(C)=O)c1 (stereo unspecified)	-9	-5	2	-2	3	-0.4	8	0.55	1
Cc1ccccc1S(=O)(=O)c1cc2ccccc2nc1N	-37	2	-6	4	-24	1.5	-11	0.26	1
CCCCC(O)(CCCC)C(=O)NN(C(=O)CCl)c1ccccc1	-14	25	-11	-1	0	0.2	-4	-0.43	-6
O=S(=O)(Nc1cccc(C(F)(F)F)c1)c1cccnc1	-17	2	1	-4	-14	0.5	16	-0.031	-1
O=C(NCC1OCCc2ccccc21)C1COc2ccccc2O1 (stereo unspecified)	-22	x	2	-3	-1	0.0	7	-1.2	-5
